Screening data: PubChem, several laboratories
b-catenin transl – modulators of beta-catenin nuclear translocation, primary screen, imaging, HeLa cells, immunofluorescence, high-content; nuclear translocation activity, % at 5 µM; 0.3% of 190,000 active;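 active = nuclear translocation activity above 50% at 5 µM, with a well cell count of 50 or more; inconclusive = wells under 50 cells across six images, flagged as toxic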;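 note: per-cell ratio of nuclear to cytoplasmic median beta-catenin stain intensity; plate controls were DMSO negative control for no effect and GSK-3 inhibitor IX positive control for full effect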
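Read-out: Nuclear/cytoplasmic beta-catenin signal ratio, % activation | Assay system: Human HeLa cell line | Times: 24 h compound exposure at 37°C, 5% CO2 | Signal: Fluorescence imaging of beta-catenin antibody stain plus DAPI | Dosing: 5 µM primary, 0.02–20 µM confirmation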
SV40 large T antigen – SV40 large T antigen inhibitors, biochemical (AID 1903); inhibition, % at 20 µM; hits with a dose series show IC50 in µM; SV40 large T antigen ATPase/helicase inhibition assay; higher % means a stronger effect; 0.39% of 310,000 active; in the data active = a potency from the dose series; inconclusive = inhibition mostly from about 32% at the one dose, without a potency; inactive = the rest, 99 in 100 with inhibition below about 32%; note: strong numbers were not always called active
PhoP inhibition – inhibitors of PhoP regulon expression, primary screen, Salmonella Typhimurium, GFP reporter (AID 1863). 0.16% of 300,000 active. inhibition, % at 50 µM; hits with a dose series show IC50 in µM. S. Typhimurium PhoP-regulated promoter GFP reporter, 4 h; higher % means a stronger effect;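 active = inhibition over 29.93%, a cutoff 3 SD above the screen mean, later confirmed by dose response; inconclusive = inhibition over 29.93% but no dose response follow-up; inactive = inhibition at most 29.93% or unconfirmed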;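 note: 0% = low Mg2+ inducing control and 100% = high Mg2+ repressing control; strong numbers were not always called active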
Myeloid diff MLP – induction of myeloid progenitor differentiation, primary screen, cell-based, flow cytometry, MLPCN library; ER-HoxA9 myeloid progenitors, lysozyme-GFP differentiation; AID 624256, 2012; 1% of 360,000 active; calls only at 10 µM;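 active = normalized GFP-positive differentiation at or above the plate's own cutoff, the solvent-only control mean plus 3 SD; inconclusive = no clear call, values can overlap the other calls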;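 note: cells exposed to compound for four days before flow analysis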
West Nile antiviral – West Nile virus antiviral activity, cell-based, CPE readout (AID 1621) | West Nile virus-infected cells, CPE inhibition; higher % means a stronger effect | one-dose CPE inhibition, % at 10 µM; IC50 in µM for titrated hits | 0.02% of 290,000 active; in the data active = a potency from the dose series; inconclusive = CPE inhibition mostly from about 3.7% at the one dose, without a potency; inactive = the rest, 99 in 100 with CPE inhibition below about 2.2%; note: strong numbers were not always called active
WT yeast gro inh – growth inhibition of WT strain, primary screen, mitochondrial fusion inhibitor project, WT and mutant strains, chemical genetic; mitochondrial fusion phenotypic screen; inhibition, % at 10 µM; 2.1% of 190,000 active; AID 1362, 2008; in the data active = inhibition above about 58%; tested in S. cerevisiae
T cell HTS – modulators of CD8 T cell-vesicle binding, primary screen, mouse 2C CD8+ T cells, flow cytometry; AID 2052, 2009; 2C CD8+ T cell-vesicle binding; stronger effect = lower value; calls only at 7 µM; 0.068% of 330,000 active;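 active = response, share of CD8 T cells binding vesicles, and their 90th percentile fluorescence all below set limits, cut at about 80% in these data, passing the limit was not always enough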
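incubation = binding step 1.5 h, 37 °C, antibody labelling 20 min, ice | test system = 2C mouse CD8+ T cells | read-out basis = percent CD8+ FL2 mean versus row control | controls = Peptide-free naked vesicles (low) and QL9 vesicles with 0.7% DMSO vehicle (high) | detection = flow cytometry of vesicle-bound cells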
RSV antiviral HEp-2 – RSV antiviral activity via CPE protection, HEp-2 cells, primary 10 µM value included (AID 2391); HEp-2 cells, RSV-induced CPE inhibition; higher % means a stronger effect; CPE inhibition, % at 10 µM, or IC50 in µM where a hit was titrated; 0.13% of 310,000 active; in the data active = a potency from the dose series; inconclusive = CPE inhibition mostly from about 23% at the one dose, without a potency; inactive = the rest, 99 in 100 with CPE inhibition below about 21%; note: strong numbers were not always called active
MgcRacGAP inhibition – MgcRacGAP GTPase-activating activity inhibitors, confirmation, biochemical, ADP Hunter fluorescence. inhibition, % at 30 µM; hits with a dose series show IC50 in µM. MgcRacGAP-stimulated Rac1 GTP hydrolysis, ADP Hunter fluorescence; higher % means a stronger effect; GST-tagged Rac1 F28L mutant substrate. Rac GTPase-activating protein 1 (Homo sapiens). 0.6% of 340,000 active;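 active = first-screen hits whose inhibition reached a set limit at any dose in the follow-up dose series; inconclusive = inhibition above the set first-screen limit but never retested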;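 note: fluorescence reports GDP produced by GAP-driven GTP hydrolysis; strong numbers were not always called active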
WT yeast gro inh mutant strain – second read-out of WT yeast gro inh, no call of its own (marks repeat the call); inhibition, %; mitochondrial fusion phenotypic screen, mutant strain inhibition
b-catenin transl cell count 5 µM – also measured in b-catenin transl; calls as there; cell count; measured here: cell count, cytotoxicity flag
T cell HTS vesicle-bound % – second read-out of T cell HTS, no call of its own (marks repeat the call); double positive events, %; measured here: CD8+ vesicle-bound cell fraction;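 binding gate set so that unloaded-vesicle control wells show 10% double positive cells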
Myeloid diff MLP GFP+ MAC1+ % – recorded beside Myeloid diff MLP, whose call it bears; GFP+ MAC1+ double positive, %; measured here: differentiation confirmed by MAC1 staining
* hit, by the source's call; i = inactive; u = inconclusive; x = not tested or not shown; & = joins results of further samples.

Values run as follows: b-catenin transl	b-catenin transl cell count 5 µM	SV40 large T antigen	PhoP inhibition	Myeloid diff MLP	Myeloid diff MLP GFP+ MAC1+ %	West Nile antiviral	WT yeast gro inh	WT yeast gro inh mutant strain	T cell HTS	T cell HTS vesicle-bound %	RSV antiviral HEp-2	MgcRacGAP inhibition
1) Nc1nc(OCc2ccccc2)c2[nH]cnc2n1
 : x	x	5.2%	5.7%	i	2.5	0.3%	x	x	i	18.6	-1.0%	8.2%
2) Cc1ccc(NC(=O)C[n+]2ccccc2)cc1C
 : x	x	8.8%	-3.0%	i	0.2	0.1%	x	x	i	61.6	1.9%	8.5%
3) O=C(OCn1nnc2ccccc2c1=O)c1ccc(O)cc1
 : -0.8	1093	45.0%	16.3%	i	2.2	0.8%	-14.9	-13.8	i	39.5	1.5%	6.2%
4) COC(=O)c1ccc(CSc2nnnn2C)o1
 : -1.9	1210	-1.0%	-8.6%	i	1.3	0.0%	5.1	0.6	i	12.6	0.5%	10.6%
5) COc1ccc(C(=O)c2cn[nH]c2-c2cc(C)ccc2O)cc1
 : x	x	-2.4%	20.5%	i	0.9	-0.2%	x	x	i	41.0	1.0%	7.1%
6) CCCCn1c(N)c(NCc2ccccc2)c(=O)[nH]c1=O
 : 0.6	1092	5.4%	1.3%	i	0.4	-0.4%	15.2	10.7	i	27.6	0.9%	0.7%
7) CC1(C)C/C(=N\NC(=S)Nc2ccccc2F)c2cc(O)ccc2O1
 : -2.0	1049	15.6%	-9.5%	i	0.0	-0.7%	7.7	35.6	i	41.6	-1.3%	-20.2%
8) Cc1csc2nc(CN3CCN(CC(=O)N(C)C)CC3)cc(=O)n12
 : x	x	3.3%	2.4%	i	0.6	0.1%	x	x	i	21.9	1.0%	3.0%
9) Cc1cc2nc3c(=O)n(C4CCCCC4)c(=O)[nH]c3nc2cc1N
 : 1.4	468	8.6%	-200.8%	i	0.4	-0.3%	-4.0	-23.9	x	x	x	9.7%
10) CCCNC(=O)COC(=O)/C(C#N)=C/c1cc(C)n(CCC)c1C
 : 0.9	1057	7.4%	1.7%	i	0.3	-0.4%	8.9	-0.2	i	33.9	3.8%	4.2%
11) O=C(Nc1cccc(Cl)c1)Nc1nccs1
 : -0.2&-3.2	944&1033	12.9%&4.1%	-35.5%&27.2%	i	0.1	-0.5%	4.1	17.1	i	22.1	u	7.3%
12) COc1ccc(CNC(=O)CN2C(=O)COc3ccc(S(=O)(=O)NC4CCCC4)cc32)cc1
 : x	x	-6.0%	2.7%	u	x	-0.2%	x	x	i	11.0	3.0%	x
13) COc1ccccc1CNC(=O)C1CCC1
 : -1.5	549	1.7%	4.7%	i	0.3	-0.4%	4.1	8.8	i	45.9	0.4%	10.3%
14) O=C(NCc1ccccc1Cl)C1CCN(c2ncnc3c2nc2n3CCCCC2)CC1
 : x	x	8.6%	-0.5%	i	6.9	0.9%	x	x	i	41.8	3.5%	12.6%
15) Cc1ccc(NC(=O)NCC2CCN(Cc3cc(C)ccc3Cl)CC2)c(C)c1
 : -2.5	1063	1.3%	-1.7%	i	0.3	-1.3%	10.7	3.8	i	10.3	-0.3%	8.2%
16) N#CCC(=O)N/N=C/c1ccc(OCC(=O)Nc2ccc(F)cc2)cc1
 : 1.8	1079	11.8%	1.1%	i	0.1	1.2%	-5.7	0.6	i	32.1	0.3%	-1.7%
17) COc1ccc2c(c1)c1ncn(CCN3CCCC3)c(=O)c1n2C
 : -4.3	1177	6.6%	5.8%	i	0.5	-0.8%	14.8	17.4	i	36.1	0.4%	12.6%
18) CCOP(=O)(OCC)C(Nc1ccccc1)c1ccccc1C(F)(F)F (centres undefined)
 : 0.8	1222	12.1%	-10.5%	i	0.5	-0.1%	x	x	i	18.8	0.6%	5.8%
19) COc1ccc(-c2nc3ccccc3c(=O)n2CCOc2cccc(C)c2C)cc1
 : -1.7	1119	7.2%	7.4%	i	0.6	-0.2%	-1.1	-16.2	i	20.0	2.6%	-0.1%
20) COc1ccc(NC(=O)CSc2nccn2Cc2ccc(F)cc2)c(OC)c1
 : x	x	24.3%	7.1%	i	0.3	-0.3%	x	x	i	26.3	16.0%	4.0%
21) Cn1cccc1Cc1nnc(SCC(=O)NC2CCCCC2)n1-c1ccc(F)cc1
 : -6.5	1161	0.7%	3.4%	i	3.3	-0.2%	16.2	6.0	i	30.8	-1.2%	-3.3%
22) O=C(NC1CC1)c1ccc(N2CCCCC2)c([N+](=O)[O-])c1
 : x	x	25.6%	-4.2%	x	x	-1.0%	x	x	i	31.8	1.4%	1.5%
23) COc1cccc(C(O)Cc2nc3ccccc3n2C)c1OC (centres undefined)
 : -1.3	1111	x	x	i	0.4	-0.5%	4.9	-3.8	i	17.8	-2.0%	5.7%
24) COC(=O)c1[nH]c2cccc(OC)c2c1NC(=O)CN1CC2(C)CC1CC(C)(C)C2 (centres undefined)
 : 0.5	1066	5.2%	28.1%	i	0.8	0.0%	-2.4	-10.7	i	34.5	-0.8%	12.5%
25) COc1ccc(OCC2CNC(=O)O2)cc1 (centres undefined)
 : 1.4	518	2.8%	9.6%	i	0.5	-0.4%	0.6	0.9	i	35.7	1.4%	1.2%
26) CCOC(=O)c1[nH]c2ccc(F)cc2c1NC(=O)C1=COCCO1
 : 3.2	1170	15.3%	0.5%	i	1.1	-0.1%	2.6	-1.7	i	43.7	0.2%	-10.0%
27) CCCCN(CCCC)S(=O)(=O)c1ccc(SCC(=O)OCC)c([N+](=O)[O-])c1
 : x	x	9.5%	7.8%	i	5.6	0.2%	9.9	-1.3	i	13.7	1.4%	9.7%
28) N#Cc1ccc(N=c2ssnc2Cl)cc1
 : x	x	-4.7%	34.9%	i	1.1&0.4	0.2%	11.1	0.1	i	21.7&65.4	0.9%&14.8%	15.3%&13.3%
29) Cc1ccc(N2CCN(/N=C/c3ccccc3)CC2)cc1
 : -4.1	1040	2.7%	3.7%	i	0.3	0.0%	-8.9	-9.6	i	62.0	2.7%	2.5%
30) Cc1nn(-c2ccccc2)nc1C(=O)NNC(=O)c1cccc2ccccc12
 : 0.1	1331	5.8%	0.5%	i	0.1	0.1%	x	x	i	30.3	3.6%	8.7%
31) CC(C)(C)n1nc2c(c1NC(=O)Cc1ccc(Cl)cc1)CS(=O)(=O)C2
 : x	x	10.3%	5.3%	i	8.8	-0.3%	x	x	i	30.0	1.4%	8.4%
32) NS(=O)(=O)c1ccc(N=Cc2c(O)c3ccccc3oc2=O)cc1
 : -1.4	923	5.5%	-4.8%	i	0.6	0.1%	-9.2	-12.2	i	44.1	-0.4%	x
33) COc1ccc(NC(=O)NC(C(F)(F)F)C(F)(F)F)cc1
 : -0.7	1260	15.9%	-5.8%	i	1.6	0.4%	-17.4	-16.2	i	55.8	1.5%	2.2%
34) CC1CCN(CC(=O)Nc2ccccc2-c2ccccc2)CC1
 : 0.1	1003	5.0%	-2.6%	i	7.6	-0.5%	-1.9	-7.0	i	19.4	9.7%	-4.7%
35) Cc1ccc(S(=O)(=O)N(C)C)cc1NC(=O)COC(=O)/C(=C/c1ccc(F)cc1)c1cccs1
 : -2.0	550	7.1%	-5.0%	i	0.4	-0.5%	-4.3	-11.6	i	9.3	41.6%	1.5%
36) COc1ccc(NC(=O)CN(C)C(=O)Cc2c(C)nc3ccccc3c2C)cc1
 : x	x	10.3%	-9.1%	i	1.2	x	x	x	i	26.7	8.7%	8.9%
37) Cc1cccc(C)c1N(CC(=O)NCc1ccc(F)cc1)C(=O)c1csnn1
 : 2.0	1045	6.8%	-7.6%	i	0.9	-0.8%	3.9	1.7	i	20.9	3.4%	2.6%
38) Cc1[nH]c2ccccc2c1C(=O)CN1CCCC(C)C1 (centres undefined)
 : x	x	0.5%	6.7%	i	0.8	-0.7%	x	x	i	33.5	0.2%	5.4%
39) CC(C)CC1NC(=O)N(CC(=O)c2ccc3c(c2)OCCO3)C1=O (centres undefined)
 : 2.2	1197	29.8%	-5.3%	i	1.3	u	22.3	24.2	i	27.1	1.1%	-4.1%
40) O=C(N/N=C/c1ccccn1)c1cccc(NC(=O)c2ccc(Cl)cc2)c1
 : x	x	4.1%	-1.4%	i	1.5	-1.2%	x	x	i	12.9	9.1%	5.3%
41) O=C(NCc1cccs1)C(Cc1ccccc1)n1cccc1 (centres undefined)
 : 1.5	1084	2.7%	-4.2%	i	1.0	-0.3%	3.0	-1.4	i	41.0	-0.9%	12.2%
42) CC(C(=O)Nc1ccc(Cl)cc1Cl)N1C(=O)NC2(CCCCCCC2)C1=O (centres undefined)
 : x	x	x	x	i	0.5	x	x	x	i	12.1	-0.7%	2.1%
43) CC(C)OC(=O)NCN1C(=O)C2C3C=CC(C3)C2C1=O (centres undefined)
 : 1.4	1392	2.1%	8.3%	i	1.2	0.2%	5.4	11.6	i	59.3	1.3%	7.9%
44) CCOc1ccc(N2C(=O)CC(Sc3ccccc3C(=O)O)C2=O)c([N+](=O)[O-])c1 (centres undefined)
 : -4.7	1112	13.3%	1.1%	i	0.2	0.4%	16.0	31.5	i	7.0	-0.4%	-0.2%
45) O=C(/C(=C/c1cccnc1)n1ccnc1)c1ccc(Cl)cc1Cl
 : -0.5	1254	19.1%	8.5%	i	0.3	-0.1%	x	x	i	58.1	x	223µM*
46) CCC(C)c1ccc(OCC(=O)O)cc1 (centres undefined)
 : x	x	4.1%	7.1%	i	0.5	0.4%	0.1	13.8	i	40.2	1.9%	4.7%
47) O=C1C(=O)N(c2ccc(O)cc2)C(c2ccccc2[N+](=O)[O-])/C1=C(\O)c1ccccc1 (centres undefined)
 : 1.7	1255	34.0%	-1.3%	i	0.5	-0.1%	x	x	i	20.6	0.6%	22.0%
48) Cc1cc(S(=O)(=O)N2CCCCC2)ccc1OCC(=O)Nc1ccccc1
 : x	x	7.1%	-4.2%	x	x	-0.1%	x	x	i	59.4	2.6%	4.8%
49) CCn1c(CSCc2ccc(F)cc2)nnc1SCC(=O)NCc1ccccc1
 : 2.9	976	26.2%	-2.9%	i	0.4	0.0%	12.0	21.2	i	28.7	1.2%	13.5%
